Source: PubChem BioAssay (several laboratories)
KOR beta-arrestin-1 – KOR agonists, beta-arrestin recruitment, primary screen, cell-based, luminescence, uHTS (AID 1777). KOR beta-arrestin recruitment, luminescence; higher % means a stronger effect. 0.02% of 280,000 active. Kappa-type opioid receptor (Homo sapiens). activation, % at 10 µM; hits with a dose series show EC50 in µM; in the data active = activation above about 50%, passing the limit was not always enough; also: a part of the inactive calls stands beside numbers as strong as those of hits
GPR55 beta-arrestin – GPR55 agonists via beta-arrestin recruitment, primary screen, imaging, U2OS cells, beta-arrestin-GFP redistribution (AID 1961) | G-protein coupled receptor 55 (Homo sapiens) | U2OS GPR55 beta-arrestin-GFP redistribution imaging; higher % means a stronger effect | activation, % at 10 µM; hits with a dose series show EC50 in µM | 0.048% of 290,000 active;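 active = activation above 40% with more than 50 cells counted in the well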;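 also: U2OS osteosarcoma cells stably expressing GPR55 and beta-arrestin-GFP; plate controls were DMSO negative control for no effect and LPI positive control for full effect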
KOR beta-arrestin-2 – KOR antagonists, beta-arrestin recruitment, cell-based, luminescence, uHTS (AID 1778) | KOR beta-arrestin recruitment, luminescence, antagonist mode; higher % means a stronger effect | inhibition, % at 10 µM; hits with a dose series show IC50 in µM | 0.091% of 290,000 active | Kappa-type opioid receptor (Homo sapiens); also: strong numbers were not always called active
Dynein transport – inhibitors of GR-EGFP nuclear translocation, primary screen, dynein cargo transport inhibitor project, imaging, high-content, 3617.4 mouse cells. test concentration mostly 20 µM; stimulated with dexamethasone, 1 µM; stronger effect = lower value. z-score, hits read low. 0.47% of 220,000 active. AID 1381, 2008;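 active = plate z-score of nuclear minus cytoplasmic receptor signal below a set negative limit, without overly bright fluorescence or cell loss, cut at about -3.5 in these data, passing the limit was not always enough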;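 also: z-score of nuclear minus cytoplasmic ring GR-EGFP intensity difference per well; some compounds called inactive have numbers as strong as hits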
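Buffer or medium: tetracycline-free induction medium containing charcoal-stripped FBS / Reagent: dexamethasone agonist, 1.0 µM final, for 30 min / Technique: automated 10x imaging of fixed Hoechst-stained cells / Times: induction 48 h, compound 1 h, agonist 30 min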
M17LAP inhibition – P. falciparum M17LAP inhibitors, primary screen, biochemical, fluorogenic H-Leu-NHMec substrate, 1536-well (AID 1619); Leucine aminopeptidase (Plasmodium falciparum (isolate 3D7)); recombinant M17LAP, H-Leu-NHMec fluorogenic kinetic assay; higher % means a stronger effect; one-dose inhibition, % at 30 µM; IC50 in µM for titrated hits; 0.38% of 220,000 active;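 active = compound inhibiting the enzyme by more than half at any dose during confirmatory dose-response retesting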;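 also: plate controls were full reaction with DMSO carrier for no effect and no enzyme background for full effect; strong numbers were not always called active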
NOD1 NF-kB reporter – NOD1 signaling inhibitors, primary screen, cell-based, luminescence, uHTS (AID 1578); inhibition, % at 4 µM; hits with a dose series show EC50 in µM; NOD1-driven NF-kB luciferase reporter cells, luminescence; higher % means a stronger effect; 1% of 290,000 active; in the data active = inhibition mostly above about 36%, no sharp cut-off; inactive = mostly below about 34%;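 also: HEK-293T reporter cells stimulated with the NOD1 agonist gamma-tri-DAP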
NOD2 inhibition – NOD2 signaling inhibitors, cell-based, luminescence, uHTS, HEK293 (AID 1566); 0.63% of 290,000 active; inhibition, % at 4 µM; hits with a dose series show EC50 in µM; HEK293 NOD2/NF-kB luciferase reporter, luminescence; higher % means a stronger effect; also: many of its hits are not listed in these tables
AID2073 – inhibitors of Mint1-CaV2.2 protein interaction, biochemical, HTRF (AID 2073) | Voltage-dependent N-type calcium channel subunit alpha-1B (Homo sapiens) | HTRF protein-protein interaction, Mint1-CaV2.2; higher % means a stronger effect | one-dose inhibition, % at 20 µM; IC50 in µM for titrated hits | 0.19% of 290,000 active; in the data active = inhibition mostly above about 51%, no sharp cut-off; also: some results filed as inactive read as strong as hits
P. falciparum M1AAP – P. falciparum M1AAP inhibitors, biochemical, fluorogenic H-Leu-NHMec substrate, 1536-well (AID 1445). inhibition, % at 30 µM; hits with a dose series show IC50 in µM. 0.42% of 220,000 active. recombinant M1AAP, H-Leu-NHMec fluorogenic kinetic assay; higher % means a stronger effect. Aminopeptidase N (Plasmodium falciparum (isolate 3D7));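 active = primary inhibition above the hit cutoff, then over 50% inhibition at one or more dose response concentrations, cut at about 23% in these data, passing the limit was not always enough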;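 also: plate controls were DMSO full reaction for no effect and no enzyme background for full effect; strong numbers were not always called active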
Dynein transport cytoplasmic EGFP – second read-out of Dynein transport, no call of its own (marks repeat the call); z-score; measured here: cytoplasmic GR-EGFP intensity; stronger effect = higher value
Dynein transport nuclear GR-EGFP – second read-out of Dynein transport, no call of its own (marks repeat the call); z-score; measured here: nuclear GR-EGFP intensity;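 lower value marks the stronger effect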
Dynein transport cell count – also measured in Dynein transport; calls as there; z-score; measured here: cell count per field
Active calls of the source: *; / = no result given; [ ] = another dose, or the depositor's remark. Rule as the data show it, unless noted: active = inhibition above about 50%; inactive = the rest. Only part of the results is shown; the hit share may differ from the screen's.

The first three compounds, ahead of the listing:
1) O=C(CCCC1=NS(=O)(=O)c2ccccc2N1)N1CCC2(CC1)OCCO2
2) CN1C(=O)N(C)C(=O)C2(Cc3cc([N+](=O)[O-])ccc3N(C)C2)C1=O
3) O=C(O)CCn1cc(C=C2C(=O)NC(=S)NC2=O)c(-c2cccc(Br)c2)n1

compound no. | 1 | 2 | 3
KOR beta-arrestin-1 | 1.4% | -2.8% | 0.2%
GPR55 beta-arrestin | -0.1% | -0.1% | 0.2%
KOR beta-arrestin-2 | 17% | -9% | -9%[20 µM]
Dynein transport | 0.11 | -0.85 | 0.82
Dynein transport cytoplasmic EGFP | -0.25 | -0.32 | -0.16
Dynein transport nuclear GR-EGFP | 0.097 | -0.62 | 1.2
Dynein transport cell count | -0.31 | 0.78 | -1.2
M17LAP inhibition | -14% | -6% | /
NOD1 NF-kB reporter | / | -20% | -22%
NOD2 inhibition | -5% | 3% | -4%
AID2073 | 3% | 2% | 76%*
P. falciparum M1AAP | 0% | 8% | /

Results, from the start:
1) O=C(CCCC1=NS(=O)(=O)c2ccccc2N1)N1CCC2(CC1)OCCO2
2) CN1C(=O)N(C)C(=O)C2(Cc3cc([N+](=O)[O-])ccc3N(C)C2)C1=O
3) O=C(O)CCn1cc(C=C2C(=O)NC(=S)NC2=O)c(-c2cccc(Br)c2)n1
4) COc1ccc(-c2nc3ccccc3n2OC(=O)N(C)C)cc1
5) c1ccc(C2NCCc3[nH]cnc32)cc1 (stereo unspecified)
6) COc1ccc(C(=O)C2CCCN(C3CSCCSC3)C2)c(C)c1 (stereo unspecified)

compound no. | 1 | 2 | 3 | 4 | 5 | 6
KOR beta-arrestin-1 | 1.4% | -2.8% | 0.2% | -3.5% | -2.1% | -9.2%
GPR55 beta-arrestin | -0.1% | -0.1% | 0.2% | -0.2% | 0.8% | 0.2%
KOR beta-arrestin-2 | 17% | -9% | -9%[20 µM] | 5% | 14% | -7%[20 µM]
Dynein transport | 0.11 | -0.85 | 0.82 | -0.51 | -0.062 | 0.83
Dynein transport cytoplasmic EGFP | -0.25 | -0.32 | -0.16 | -0.34 | -0.25 | 0.35
Dynein transport nuclear GR-EGFP | 0.097 | -0.62 | 1.2 | -0.0055 | 0.52 | 1.1
Dynein transport cell count | -0.31 | 0.78 | -1.2 | 0.8 | -0.24 | -1.6
M17LAP inhibition | -14% | -6% | / | 14% | -1% | 3%
NOD1 NF-kB reporter | / | -20% | -22% | -4% | -5% | -13%
NOD2 inhibition | -5% | 3% | -4% | 7% | 5% | -12%
AID2073 | 3% | 2% | 76%* | 3% | 3% | 0%
P. falciparum M1AAP | 0% | 8% | / | -3% | 3% | -10%

7) COc1ccc(C(=O)C2CCCN(Cc3ccsc3)C2)cc1OC (stereo unspecified)
8) CC(=O)OC1N=C(c2ccccc2)c2ccccc2NC1=O (stereo unspecified)
9) O=C(c1[nH]ncc1-c1ccc(Cl)cc1)C1CO1 (stereo unspecified)
10) CCCCn1c(O)c(C(CC)=NCCCN(C)C)c(=O)[nH]c1=O
11) COC(=O)C1C2c3ccccc3OC1(C)N=c1s/c(=C/c3cnn(C)c3)c(=O)n12 (stereo unspecified)
12) O=C(CSc1ncnc2c1oc1ccccc12)N1CCCc2ccccc21

compound no. | 7 | 8 | 9 | 10 | 11 | 12
KOR beta-arrestin-1 | 1.4% | -1.9% | 3.0% | -5.1% | 3.7% | 1.4%
GPR55 beta-arrestin | 0.2% | 0.0% | 0.6% | -0.1% | 0.0% | -0.2%
KOR beta-arrestin-2 | 6% | 29% | 18% | 14% | 32% | -7%
Dynein transport | -0.19 | 0.16 | -1.5 | 0.39 | -0.61 | -0.063
Dynein transport cytoplasmic EGFP | -0.23 | 0.032 | -0.2 | -0.17 | -0.17 | -0.31
Dynein transport nuclear GR-EGFP | -0.096 | 0.48 | -0.65 | 0.46 | -0.067 | 0.32
Dynein transport cell count | 0.19 | -0.56 | 1.1 | -0.44 | 0.94 | 0.74
M17LAP inhibition | 24% | 3% | 8% | 3% | 1% | 4%
NOD1 NF-kB reporter | -32% | 0% | 19µM* | 1% | 1% | 5.1µM*
NOD2 inhibition | 13% | -3% | / | 19% | 4% | 12µM*
AID2073 | -4% | -9% | -12% | -2% | -2% | -1%
P. falciparum M1AAP | -2% | 3% | -1% | -9% | 14% | -1%

13) CN(C)C(=O)Oc1cc(=O)n2c3c(cccc13)CCC2
14) CC(C(=O)c1cn(C)c2ccccc12)c1ccccc1 (stereo unspecified)
15) CC1CC(C)CN(CC(=O)c2ccc(OC(F)F)cc2)C1 (stereo unspecified)
16) O=C1C2CCN(CC2)C1Cc1ccc(OCc2ccccc2)cc1 (stereo unspecified)
17) CN1CC[C@]2(c3cccc(O)c3)Cc3nc4ccccc4cc3C[C@H]2C1
18) COc1cccc(C(=O)C2CCCN(Cc3cccc4c3OCO4)C2)c1 (stereo unspecified)

compound no. | 13 | 14 | 15 | 16 | 17 | 18
KOR beta-arrestin-1 | 0.9% | 4.1% | 0.5% | -1.5% | 18% | /
GPR55 beta-arrestin | 0.8% | 0.0% | -0.1% | -0.1% | -0.5% | -0.1%
KOR beta-arrestin-2 | 19% | -24% | 20% | 3%[20 µM] | -18% | -33%[20 µM]
Dynein transport | -0.41 | -0.093 | 0.049 | -0.073 | / | 0.083
Dynein transport cytoplasmic EGFP | -0.23 | -0.44 | -0.26 | -0.26 | / | -0.16
Dynein transport nuclear GR-EGFP | -0.064 | -0.0062 | -0.093 | 0.56 | / | 0.06
Dynein transport cell count | 0.21 | 0.33 | 0.17 | 0.07 | / | -0.53
M17LAP inhibition | 12% | 2% | 30% | 3% | -1% | -11%
NOD1 NF-kB reporter | -19% | -24% | -10% | -20% | -12% | -30%
NOD2 inhibition | 2% | -5% | 8% | 9% | 3% | 11%
AID2073 | -3% | 7% | 3% | -6% | 0% | -6%
P. falciparum M1AAP | 4% | 13% | 4% | 6% | -4% | -1%

19) O=S(=O)(c1ccc(O)cc1)c1ccc(O)cc1
20) COc1ccc(C2C(C(=O)N3CCC4(CC3)OCCO4)c3cc(OC)c(OC)cc3C(=O)N2C)cc1 (stereo unspecified)
21) O=C(C1CCN(c2nc3ccc(Br)cc3s2)CC1)N1CCC2(CC1)OCCO2
22) COc1cccc2cc(-c3cc(=O)oc4ccc(OC(=O)N(C)C)cc34)oc12
23) Cc1cccc(OP(N)(=O)Oc2cccc(C)c2C)c1C

compound no. | 19 | 20 | 21 | 22 | 23
KOR beta-arrestin-1 | -5.9% | 0.7% | -1.1% | -2.8% | -1.6%
GPR55 beta-arrestin | 0.0% | -0.2% | -0.2% | 0.3% | -0.3%
KOR beta-arrestin-2 | 3% | 14% | 4% | -19% | -3%
Dynein transport | / | 0.25 | -0.57 | / | -0.64
Dynein transport cytoplasmic EGFP | / | -0.11 | -0.14 | / | -0.27
Dynein transport nuclear GR-EGFP | / | 0.79 | 0.026 | / | 0.49
Dynein transport cell count | / | -0.58 | -0.16 | / | -0.024
M17LAP inhibition | / | -2% | 13% | / | 8%
NOD1 NF-kB reporter | -3% | -17% | 50% | -18% | -4%
NOD2 inhibition | 9% | 6% | -4% | 15% | 5%
AID2073 | -2% | 9% | 2% | 0% | -18%
P. falciparum M1AAP | / | 4% | -5% | / | -1%
